Screening data from PubChem.
TLR4-MyD88 BLA – TLR4-MyD88 interaction inhibition in cells. inhibition, % at 8.4 µM. 0.18% of 200,000 active. HeLa CL3-4 TLR4/MyD88 BLA complementation, FRET ratio. O00206+Q99836; in the data active means inhibition above about 25%;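 further: 0% = vehicle and 100% = reference inhibitor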
PPARg SRC3 recr – agonists of human PPARgamma SRC-3 coactivator recruitment | biochemical PPARgamma/SRC-3 coactivator recruitment assay | 0.26% of 200,000 active | activation, % at 8 µM; in the data active means activation above about 23%;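 further: 0% = DMSO and 100% = reference agonist; some compounds past the cut are filed as inactive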
Target sequence (P37231 whole entry, looked up): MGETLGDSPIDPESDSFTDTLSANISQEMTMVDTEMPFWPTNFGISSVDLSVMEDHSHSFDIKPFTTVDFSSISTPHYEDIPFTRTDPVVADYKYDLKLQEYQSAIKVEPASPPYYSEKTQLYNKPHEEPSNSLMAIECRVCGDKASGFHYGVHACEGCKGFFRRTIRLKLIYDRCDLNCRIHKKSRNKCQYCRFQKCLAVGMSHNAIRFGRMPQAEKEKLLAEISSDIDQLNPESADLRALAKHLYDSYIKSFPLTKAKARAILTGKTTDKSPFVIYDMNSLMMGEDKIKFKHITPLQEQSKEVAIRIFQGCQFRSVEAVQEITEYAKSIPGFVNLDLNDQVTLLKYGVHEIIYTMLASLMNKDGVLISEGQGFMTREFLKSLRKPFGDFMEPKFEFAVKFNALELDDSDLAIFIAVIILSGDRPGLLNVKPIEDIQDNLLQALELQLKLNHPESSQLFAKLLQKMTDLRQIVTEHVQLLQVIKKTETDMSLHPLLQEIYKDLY
PPARg SRC-2 ag – promotes SRC-2 coactivator recruitment by human PPARgamma | 0.34% of 200,000 active | P37231 | AID 1032 | PPARgamma LBD-SRC-2 recruitment, biochemical | activation, % at 8 µM; in the data active means activation above about 22%;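 further: 0% = vehicle and 100% = reference agonist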
TR-FRET SRC-2 ct – TR-FRET artefact, counter-screen to PPARgamma/SRC-2 agonist assay; active compounds read high; TR-FRET ratio at 8 µM; 0.4% of 200,000 active; AID 1049; in the data active means TR-FRET ratio above about 2000; further: inactives centre near 1500
STAT1 inh – reduces IFN-gamma driven STAT1 reporter signal; 0.35% of 200,000 active; AID 920; NIH 3T3 STAT1-luciferase reporter, luminescence; inhibition, % at 5.5 µM;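 active means inhibition above a set limit, the mean inhibition across all tested compounds plus 3 SD, cut at about 34% in these data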;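 further: 0% = IFN-gamma with DMSO and 100% = IFN-gamma with 300 µM nifuroxazide; values of inactives mirror those of a sister screen read the other way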
ROMK primary – modulators of human ROMK potassium channel; P48048; Tet-inducible ROMK, thallium flux fluorescence; actives lie on both sides; B-score at 10 µM; 2% of 130,000 active;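 active means signal ratio slope over the read window, or its plate-corrected B-score, at least 3 SD from the plate mean, either direction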;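 further: B-score of the F/F0 ratio slope over 7 to 12 s after thallium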
Target sequence (P48048 whole entry, looked up): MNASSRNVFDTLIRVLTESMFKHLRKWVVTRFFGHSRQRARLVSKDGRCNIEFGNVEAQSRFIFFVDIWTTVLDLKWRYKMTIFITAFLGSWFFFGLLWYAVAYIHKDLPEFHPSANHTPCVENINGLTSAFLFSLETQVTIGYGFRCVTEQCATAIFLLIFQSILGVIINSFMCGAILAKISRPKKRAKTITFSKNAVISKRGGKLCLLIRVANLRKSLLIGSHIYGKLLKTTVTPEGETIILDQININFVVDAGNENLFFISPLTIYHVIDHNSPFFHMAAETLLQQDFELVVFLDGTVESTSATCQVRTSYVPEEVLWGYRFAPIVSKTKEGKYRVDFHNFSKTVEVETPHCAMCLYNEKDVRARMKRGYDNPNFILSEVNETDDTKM
PPARg SRC1 recr – promotes SRC-1 coactivator recruitment by human PPARgamma. AID 631. 0.41% of 200,000 active. activation, % at 8 µM. PPARgamma-SRC-1 coactivator recruitment biochemical assay. P37231; in the data active means activation above about 19%;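 further: 0% = DMSO and 100% = reference agonist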
S1P3 antag – S1P3 (human) receptor antagonism; 0.27% of 170,000 active; inhibition, % at 4.98 µM; CHO S1P3 NFAT-BLA reporter, FRET fluorescence, antagonist mode; AID 485;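 active means inhibition above the plate cutoff, the mean inhibition of test wells on that plate plus 3 SD, cut at about 28% in these data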;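 further: cells challenged with S1P at its EC80 of 0.8 µM; blue over green emission ratio from cleaved BLA substrate after 4 h stimulation; 0% = S1P-stimulated wells and 100% = unstimulated DMSO-only wells; some compounds past the cut are filed as inactive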
STAT3 act – STAT3 signaling activation | activation (% of control), % at 5.6 µM | AID 871 | 0.91% of 190,000 active | U3A cells, IL-6 STAT3-luciferase reporter, luminescence; 100% = signal with IL-6 EC80 alone;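 active means activation above the screen-wide mean of compound activation plus 3 SD, cut at about 130% in these data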;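 further: 0% = background luminescence of wells with medium and substrate only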
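Assay system – human STAT1-deficient U3A cells with stable STAT3-luciferase reporter · Also added – IL-6 (33 ng/mL) · Schedule – compound 1 h, then IL-6 6 h at 37 °C · Technique – reporter luminescence signal · Evaluation – % activation versus median of IL-6-stimulated wells · Benchmarks – IL-6-only wells as 100% reference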
STAT3 blocker – STAT3 signaling inhibition; AID 862; U3A cells, IL-6 STAT3-luciferase reporter, luminescence; host cell line lacks STAT1; inhibition, % at 5.5 µM; 0.89% of 190,000 active;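 active means inhibition above the mean inhibition across all screened compounds plus 3 SD, cut at about 44% in these data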;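 further: 0% = DMSO only wells and 100% = 100 µM nifuroxazide control wells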
RAM network inh – inhibitors of the yeast RAM network; S. cerevisiae dse1pr::URA3 reporter, 5-FOA growth OD615, 2 d; analog-sensitive cbk1-as2 kinase mutant strain; 1.8% of 190,000 active; inhibition, % at 50 µM;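 active means inhibition above a set limit, 3 SD over mean compound inhibition, cut at about 8.4% in these data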;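 further: 0% = DMSO-only wells with no growth and 100% = 10 µM 1-NA-PP1 full growth; inhibition rescues growth on 5-FOA so higher OD means more RAM inhibition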
* = called active by the depositor; . = no result given.

SMILES	TLR4-MyD88 BLA	PPARg SRC3 recr	PPARg SRC-2 ag	TR-FRET SRC-2 ct	STAT1 inh	ROMK primary	PPARg SRC1 recr	S1P3 antag	STAT3 act	STAT3 blocker	RAM network inh
CSc1nc(-c2ccccc2)[nH]c(=S)c1C(C)=O	-7	-1	5	1476	5	4.7*	4	.	133*	-32	0.7
CCOC(=O)C1C(c2ccc(O)c(OCC)c2)NC(=S)NC1(O)C(F)(F)F (stereo unspecified)	7	12	-6	1531	6	2.2	1	.	89	20	-0.2
Cc1ccc(C(=O)OCc2cc3ccccc3[nH]c2=O)cc1	3	1	3	1594	0	.	2	-22	98	5	4.3
CCOC(=O)c1c(C)[nH]c(C(=O)COC(=O)C2CC(=O)N(Cc3ccccc3)C2)c1C (stereo unspecified)	2	1	1	1514	-2	.	-2	6	105	0	2.9
COc1ccccc1-c1nnc(SCc2nc3ccccc3s2)n1C	4	4	7	1585	-4	.	11	.	129	-33	0.8
N#Cc1c(N)nc(SC2CCCCC2=O)c(C#N)c1-c1ccco1 (stereo unspecified)	12	15	1	1764	-3	0.94	6	.	94	15	.
COC(=O)c1cc(S(=O)(=O)NC2CCN(Cc3ccccc3)CC2)cn1C	13	3	1	1445	-8	-2.2	4	-29	99	4	1.9
O=C(Nc1ccccn1)c1ccc2c(c1)OCCO2	-16	-2	-6	1366	-12	0.76	-3	-9	60	51*	1.4
CCN(Cc1ccccc1)C(=O)c1ccc(CNS(=O)(=O)c2ccc(C)cc2)cc1	6	0	0	1556	-11	-0.47	-6	4	107	1	11*
FC(F)(F)c1ccc(CN2CCCCCC2)cc1	-8	-1	1	1640	1	.	6	.	98	9	0.1
CCOC(=O)Cc1csc(NC(=O)COc2ccc(N(C)S(=O)(=O)c3ccc(C)cc3)cc2)n1	5	12	8	1514	8	-2	4	.	99	5	5.9
O=C(CSc1ncccn1)NC(=O)c1ccccc1	9	-1	-5	1509	-5	.	-1	-2	99	5	-0.5
Cc1cccc(C(=O)N/N=C/c2ccncc2)c1	10	3	2	1599	-4	0.6	-4	.	95	11	2.5
O=C(Nc1nnc(-c2ccc(F)cc2)o1)c1cccc([N+](=O)[O-])c1	-32	1	7	1588	8	-1.6	-1	-14	94	15	1.3
CC1CCN(c2nc3nonc3nc2N2CCC(C)CC2)CC1	16	8	6	1413	0	0.0012	-4	.	104	-1	3.3
COCc1cc(C)nc(SCC[N+](C)(C)CC(=O)Nc2ccccc2)c1C#N	-10	-5	1	1658	0	-0.13	3	2	105	-1	2.2
CCOC(=O)N1CCN(C(=O)/C(=C\c2cccs2)NC(=O)c2cccs2)CC1	-18	-1	6	1415	3	0.51	0	10	108	0	1.5
Cc1nnc(SCC(=O)N2CCN(S(=O)(=O)c3ccccc3)CC2)s1	-6	3	7	1628	-2	.	5	-2	93	10	1.5
Cc1ccc(-c2cn3cccnc3n2)cc1NC(=O)c1cccs1	4	-1	2	1559	6	.	5	11	98	5	0.2
CCOC(=O)N1CCC(N(CCN(C)C)C(=S)Nc2ccccc2Cl)CC1	5	1	-5	1548	8	0.3	6	-6	110	2	0.5
CN(CCN1CCOCC1)Cc1nc(-c2ccccc2)no1	3	2	-1	1567	-6	0.071	8	-1	103	0	0.2
CCc1cc2ccc(C)cc2nc1SCC(=O)Nc1cc(OC)c(OC)cc1C(=O)O	2	6	12	1555	0	2.8	8	-5	95	14	-1.5
Clc1ccc2c(c1)c1ccccc1n2CN1CCOCC1	7	1	8	1752	0	0.036	10	-24	87	18	2.9
COc1cc(CCC(=O)Oc2ccc(C(C)=O)cc2)cc(OC)c1OC	-19	2	-1	1385	-10	.	-3	2	97	-1	-0.5
CC(C)c1ccc(C2=C(O)c3ccccc3C(=O)C2=O)cc1	2	4	-2	1479	-7	-0.23	4	-8	85	21	0.9

Some values from the results shown:
PPARg SRC-2 ag, O=C(Nc1ccccn1)c1ccc2c(c1)OCCO2 is entered as -6
ROMK primary, CCN(Cc1ccccc1)C(=O)c1ccc(CNS(=O)(=O)c2ccc(C)cc2)cc1 is entered as -0.47
TR-FRET SRC-2 ct, CCc1cc2ccc(C)cc2nc1SCC(=O)Nc1cc(OC)c(OC)cc1C(=O)O is entered as 1555

Quoted at random: three entries already listed
SMILES	TLR4-MyD88 BLA	PPARg SRC3 recr	PPARg SRC-2 ag	TR-FRET SRC-2 ct	STAT1 inh	ROMK primary	PPARg SRC1 recr	S1P3 antag	STAT3 act	STAT3 blocker	RAM network inh
Cc1ccc(-c2cn3cccnc3n2)cc1NC(=O)c1cccs1	4	-1	2	1559	6	.	5	11	98	5	0.2
Cc1nnc(SCC(=O)N2CCN(S(=O)(=O)c3ccccc3)CC2)s1	-6	3	7	1628	-2	.	5	-2	93	10	1.5
CC(C)c1ccc(C2=C(O)c3ccccc3C(=O)C2=O)cc1	2	4	-2	1479	-7	-0.23	4	-8	85	21	0.9

Carrying on:
SMILES	TLR4-MyD88 BLA	PPARg SRC3 recr	PPARg SRC-2 ag	TR-FRET SRC-2 ct	STAT1 inh	ROMK primary	PPARg SRC1 recr	S1P3 antag	STAT3 act	STAT3 blocker	RAM network inh
COc1cc(NC(=O)CN2C(=O)C(c3ccccc3)=NC23CCCCCC3)cc(OC)c1	21	-4	-7	1560	7	.	4	-10	100	2	1.4
C=CCNC(=O)CNS(=O)(=O)c1ccc(F)cc1	8	-5	2	1680	-6	0.47	9	5	102	-1	-0.5
O=C(O)CSc1ccccc1C(=O)O	1	-4	-5	1422	-8	0.44	-3	.	108	-13	0.7
Cc1ncsc1C(=O)O	3	0	-10	1374	-16	0.024	0	-13	100	3	0.4
COc1ccc(N(C(=O)c2ccc(Br)o2)C2C=CS(=O)(=O)C2)c(OC)c1 (stereo unspecified)	-9	3	3	1637	4	1.9	8	-7	99	12	2.5
COc1ccc(NC(=O)c2cc([N+](=O)[O-])nn2Cc2ccccc2)c(C)c1	-2	13	2	1329	-8	-0.08	4	.	107	-1	4.5
CCOC(=O)/C=C1\SCC(=O)N1Cc1ccc(Br)cc1	10	9	5	1688	3	.	7	16	105	0	7.0
CC(C)(C)c1n[nH]c2c1CCCC2	5	3	7	1406	3	0.074	1	-12	102	-1	0.3
CCCCn1nnnc1SCC(=O)Nc1ccc2c(c1)OCCO2	5	1	-7	1458	-3	.	-2	-17	101	4	0.3
c1ccc(CNCCN2CCNCC2)nc1	7	-2	12	1584	3	.	0	-20	98	14	0.8
C=CCN1C(=O)CS/C1=N\S(=O)(=O)c1ccc(Cl)cc1	1	-2	1	1583	1	.	7	0	104	-2	4.4
COCCSc1ccccc1C(=O)N1CCCC1	1	-10	-6	1524	3	.	-7	-8	91	14	2.7
Cc1c(Cl)cccc1NC(=O)CN1C(=O)CSc2ncccc21	1	-4	2	1706	8	.	4	1	103	5	0.8
CN(Cc1nc2ccccc2c(=O)[nH]1)Cc1cc(=O)oc2ccc3ccccc3c12	16	13	11	1611	-4	.	4	.	95	13	1.1
CC1(C)CC(=O)C2=C(C1)Nc1cc3c(cc1C2c1ccc(F)cc1)OCO3 (stereo unspecified)	-13	6	-9	1535	9	.	-1	.	93	12	3.6
O=C(NC1CCN(C(=S)NCc2ccco2)CC1)C1CCCCC1	6	-5	-1	1541	3	.	-2	.	109	-5	0.8
CCN(C(=O)c1ccccc1Cl)c1ccccc1	-3	-8	-2	1654	3	.	-3	-9	99	6	1.8
Cc1ccc(C)c(S(=O)(=O)N2CCCOC2CNC(=O)C(=O)NCc2cccnc2)c1 (stereo unspecified)	-17	2	6	1636	6	0.64	1	-9	96	8	1.5
Cc1ccc(CNC(=O)CCC2CCCN(C(=O)CCC(F)(F)F)C2)o1 (stereo unspecified)	-9	2	-7	1519	2	1.6	6	-4	103	-1	1.5
O=C(COC(=O)/C=C/c1ccco1)NCc1ccccc1	3	2	1	1476	-1	1.4	-8	-8	92	14	-1.0
O=C(NCN1CCN(c2ccccc2F)CC1)c1cccnc1	-4	1	-1	1319	2	.	2	.	105	2	-0.3
O=C(Nc1ccccc1O)c1cc(S(=O)(=O)N2CCOCC2)ccc1Cl	-4	8	-11	1473	-7	.	-1	-16	88	18	-0.5
CCN(CC)CC(=O)Nc1sc2c(c1C(=O)c1ccccc1C)CCC2	9	-1	1	1399	-2	0.1	2	-11	105	-3	-0.7
Cc1ccc(S(=O)(=O)NC(=O)NCc2ccccc2)cc1	-8	-8	4	1493	-2	0.72	-2	.	99	7	3.7
COc1ccc(-n2c(O)c(/C=N/n3cnnc3)c3ccccc3c2=O)cc1	14	-12	-3	1603	-7	0.29	-1	32	97	7	-1.5

Remaining list, next part.
SMILES	TLR4-MyD88 BLA	PPARg SRC3 recr	PPARg SRC-2 ag	TR-FRET SRC-2 ct	STAT1 inh	ROMK primary	PPARg SRC1 recr	S1P3 antag	STAT3 act	STAT3 blocker	RAM network inh
Cc1ccc(CN2C(=O)CCC2C(=O)NC2CC2)cc1 (stereo unspecified)	-23	-4	2	1564	5	-0.3	-6	9	104	-2	1.9
Nn1c(SCC(=O)Nc2ccc(Oc3ccccc3)cc2)nnc1C1CC1	11	7	-4	1433	0	.	-5	-3	100	2	3.0
N#CCn1c2ccccc2c2nc3ccccc3nc21	-2	4	8	1450	-29	0.86	-2	-23	96	7	2.1
NC(=O)c1cccc2c(=O)oc3ccccc3c12	-4	8	9	1531	-4	0.44	11	-2	99	6	-0.3
Cc1ccc(-c2nnn(CCC(=O)NC(C)(C)C)n2)cc1	9	1	4	1329	-22	.	-8	.	112	-11	1.4
COc1cc(CNCCSc2nnnn2C)cc(Br)c1OCc1ccccc1	20	-1	3	1638	3	-2.2	7	-7	96	11	-0.9
CCCc1cc(=O)[nH]c(Nc2ccc(O)cc2)n1	10	-5	8	1463	7	-0.0056	-2	.	106	0	1.0
CCOC(=O)C(C(C)=O)c1c(Br)c(O)c(O)c2c(C(=O)c3ccc(C)cc3)coc12 (stereo unspecified)	5	6	1	1704	6	0.39	12	6	105	-4	5.9

Profiles, quoted from the list. Screens in order: TLR4-MyD88 BLA	PPARg SRC3 recr	PPARg SRC-2 ag	TR-FRET SRC-2 ct	STAT1 inh	ROMK primary	PPARg SRC1 recr	S1P3 antag	STAT3 act	STAT3 blocker	RAM network inh
Nn1c(SCC(=O)Nc2ccc(Oc3ccccc3)cc2)nnc1C1CC1 as listed: 11	7	-4	1433	0	.	-5	-3	100	2	3.0
NC(=O)c1cccc2c(=O)oc3ccccc3c12 as listed: -4	8	9	1531	-4	0.44	11	-2	99	6	-0.3
COc1cc(CNCCSc2nnnn2C)cc(Br)c1OCc1ccccc1 as listed: 20	-1	3	1638	3	-2.2	7	-7	96	11	-0.9
